Cardiac RTF inh = cardiac RTF calcium desensitization; hit rate 0.12% among 340,000; P19429+P45379; IANBD-labeled cardiac RTF, Ca2+ fluorescence; inhibition, % at 7.15 µM;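 active = inhibition above the mean inhibition of all tested compounds plus 3 SD, cut at about 17% in these data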;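 note: assay run at fixed EC70 calcium of 1.6 mM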
OPRM1-OPRD1 inv = inverse agonists of human mu-delta opioid receptor heterodimerization. cell-based MOR-DOR heterodimer luminescence, inverse agonism. inhibition, % at 9.3 µM. AID 504357. P35372+P41143. hit rate 0.21% among 340,000; in the data active = inhibition above about 22%, passing the limit was not always enough;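 note: 0% = cells with DMSO and 100% = wells without cells with DMSO; values of inactives mirror those of a sister screen read the other way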
OPRM1-OPRD1 ag = OPRM1-OPRD1 heterodimerization agonism; P35372+P41143; activation, % at 9.3 µM; cells, luminescence; AID 504326; hit rate 0.3% among 340,000; in the data active = activation above about 18%;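 note: 0% = vehicle-treated cells and 100% = reference agonist; values of inactives mirror those of a sister screen read the other way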
Wnt bcat act = activates Wnt/beta-catenin signaling in a reporter cell assay; activator, plate reader; activation, % at 9.35 µM; hit rate 1.2% among 300,000; AID 743398; in the data active = activation above about 30%, passing the limit was not always enough;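 note: 0% = neutral control wells and 100% = positive control wells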
C-LANA FP = inhibitors of KSHV LANA C-terminal domain DNA binding; MBP-C-LANA/FAM-LBS DNA binding, fluorescence polarization; inhibition, % at 9 µM; hit rate 0.078% among 340,000; AID 504423;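 active = highest replicate inhibition at or above 60% at 9 µM, even if other replicates fall short; inactive = all replicates below 60% inhibition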;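 note: 0% = neutral control wells and 100% = 4 µM acridine orange control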
RTF Ca sens act = increases calcium sensitivity of human cardiac regulated thin filaments | P19429+P45379 | IANBD-labeled TnC RTF fluorescence at EC20 calcium; 0% EC20 calcium, 100% full calcium | activation, % at 7.2 µM | hit rate 0.24% among 340,000;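 active = activation above the mean over all tested compounds plus 3 SD, cut at about 30% in these data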;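 note: rise in fluorescence read as greater calcium sensitivity of cardiac thin filaments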
Keap1-Nrf2 PPI = Keap1-Nrf2 (human) interaction inhibition. Keap1 Kelch-Nrf2 peptide fluorescence polarization, 1536-well. inhibition, % at 9.4 µM. hit rate 0.15% among 340,000. AID 504523; in the data active = inhibition above about 12%;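 note: human Keap1 Kelch domain with fluorescein labeled Nrf2 9mer peptide probe; 0% = neutral control wells and 100% = peptide positive control; higher means more block of Keap1 binding to Nrf2 peptide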
DSG3 Ab inh = inhibitors of pemphigus antibody binding to human desmoglein-3; hit rate 0.48% among 310,000; binding (percent of control), % at 10 µM; AID 588358; P32926; DSG3-coupled beads, scFv-anti-DSG3-GFP binding, flow cytometry; active compounds read low;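 active = binding more than 3 SD below its plate's average and above zero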;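 note: hits lower antibody fragment binding to DSG3; some compounds called inactive have numbers as strong as hits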
Target sequence (P32926 whole entry, looked up, the tested form may be a part): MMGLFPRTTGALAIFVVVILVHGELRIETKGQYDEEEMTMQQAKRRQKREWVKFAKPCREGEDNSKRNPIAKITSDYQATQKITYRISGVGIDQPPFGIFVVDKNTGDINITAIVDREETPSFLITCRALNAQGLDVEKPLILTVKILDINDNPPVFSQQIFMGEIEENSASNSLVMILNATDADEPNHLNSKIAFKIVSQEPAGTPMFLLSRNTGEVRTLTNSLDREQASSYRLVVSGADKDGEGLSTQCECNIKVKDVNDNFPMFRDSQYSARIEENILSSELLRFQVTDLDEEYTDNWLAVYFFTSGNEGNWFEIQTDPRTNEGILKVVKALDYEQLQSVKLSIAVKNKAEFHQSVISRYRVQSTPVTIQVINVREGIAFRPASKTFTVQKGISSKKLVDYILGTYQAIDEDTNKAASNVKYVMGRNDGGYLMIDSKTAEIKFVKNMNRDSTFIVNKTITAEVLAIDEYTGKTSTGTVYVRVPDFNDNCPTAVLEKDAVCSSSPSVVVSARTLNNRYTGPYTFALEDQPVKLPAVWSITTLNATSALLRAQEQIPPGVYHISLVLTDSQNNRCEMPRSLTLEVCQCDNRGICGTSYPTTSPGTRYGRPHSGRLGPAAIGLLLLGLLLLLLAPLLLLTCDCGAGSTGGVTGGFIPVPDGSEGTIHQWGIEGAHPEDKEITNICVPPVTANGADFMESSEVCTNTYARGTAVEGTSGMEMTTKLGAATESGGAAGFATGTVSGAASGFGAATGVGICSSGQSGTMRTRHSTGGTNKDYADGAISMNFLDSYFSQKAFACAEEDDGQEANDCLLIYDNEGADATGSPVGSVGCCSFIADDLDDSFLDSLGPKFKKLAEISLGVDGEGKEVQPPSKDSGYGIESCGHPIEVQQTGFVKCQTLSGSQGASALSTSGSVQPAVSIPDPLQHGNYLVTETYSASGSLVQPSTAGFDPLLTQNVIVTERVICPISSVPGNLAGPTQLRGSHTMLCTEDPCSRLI
V-ATPase pHluor = regulators of yeast V-ATPase proton transport | response, % at 10 µM | S. cerevisiae, pHLuorin cytosolic pH fluorescence | hit rate 0.37% among 350,000; in the data active = response mostly above about 7.3%, no sharp cut-off; inactive = mostly below about 5.4%; note: actives read high; inactives centre near 0; some compounds called inactive have numbers as strong as hits; reference of the scale not given here
Arrestin-AP2 inh = human beta-arrestin and AP2 interaction inhibition | FITC-arrestin peptide / GST-AP2 beads, flow cytometry; AP2 beta2 appendage carries R879A mutation | inhibition, % at 10 µM | hit rate 0.31% among 340,000;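 active = inhibition above a set limit, near 3 SD of compounds lacking own fluorescence, cut at about 54% in these data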;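 note: plate controls were DMSO wells for no effect and 5 µM unlabelled arrestin peptide for full effect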
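System: GST-AP2 R879A glutathione beads | Also added: FITC-arrestin peptide, 50 nM | Times: 12 min plus 1 h, RT | Signal: Bead flow cytometry, FITC channel | Buffer or medium: PBS with 0.05% Tween 20 and 0.1% BSA | Read-out basis: Percent drop in bead-associated FITC signal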
* = called active by the depositor; . = no result given.

SMILES | Cardiac RTF inh | OPRM1-OPRD1 inv | OPRM1-OPRD1 ag | Wnt bcat act | C-LANA FP | RTF Ca sens act | Keap1-Nrf2 PPI | DSG3 Ab inh | V-ATPase pHluor | Arrestin-AP2 inh
COc1ccccc1CCC(=O)OCC(=O)Nc1cc(S(=O)(=O)N2CCOCC2)ccc1C | -14 | 8 | -1.2 | -2 | -0.9 | -3 | -1 | 96 | -1 | -7
CCCCCc1cc(=O)[nH]c(=S)[nH]1 | -4 | 13 | -2.6 | 2 | 2.4 | 2 | -3 | 94 | 1 | 2
CN1CCC(NC(=O)Nc2ccc(Br)cc2)CC1 | 3 | 6 | -1.2 | 18 | -0.6 | 1 | -2 | 104 | -3 | -11
COC(=O)CCC(=O)NNC(=O)c1ccc([N+](=O)[O-])cc1 | 4 | 6 | -1.3 | 1 | 0.8 | -2 | 1 | 97 | 1 | -9
O=C(CSc1nc2ccccc2[nH]1)NCc1ccc(F)cc1 | -1 | 1 | -0.2 | -1 | 1.3 | 12 | -5 | 112 | -1 | 3
CC(=O)Nc1ccc(-c2csc(NC(=O)CN3C(=O)NC4(CCCC4)C3=O)n2)cc1 | 6 | 3 | -0.4 | 1 | -0.5 | -3 | -4 | 103 | -2 | 25
O=c1[nH]c2c(c(=O)n1Cc1ccccc1)CCC2 | -6 | 13 | -2.9 | -2 | 2.3 | -2 | -4 | 109 | -5 | -4
Cc1ccc(S(=O)(=O)N(C)CC(=O)N(CC(C)C)C2CCS(=O)(=O)C2)cc1 (centres undefined) | -8 | 4 | -0.6 | 0 | -1.9 | 2 | -2 | 97 | -1 | -4
COC(=O)CCS(=O)(=O)c1cc(Cl)ccc1Cl | -7 | 10 | -1.9 | . | 0.3 | -5 | 1 | 103 | 8 | 1
O=C(O)CCn1c(-c2ccccc2)cc2c1CCCC2=O | -4 | 14 | -2.3 | -2 | 0.7 | -9 | -3 | 97 | -2 | -2
CCc1ccc(N(C(=O)c2csnn2)C(C(=O)NC(C)(C)C)c2ccccn2)cc1 (centres undefined) | -8 | -4 | 0.8 | 3 | 2.9 | 7 | -4 | 102 | -3 | 4
O=C(NC1CCCCC1)C(c1ccccc1F)N(Cc1ccco1)C(=O)c1ccccn1 (centres undefined) | -3 | 2 | -0.4 | -4 | -1.3 | -1 | -4 | 93 | 1 | 5
COc1cccc(-c2cc(C(=O)Nc3cc(C)on3)no2)c1 | 1 | -29 | 5.5 | . | 0.6 | 1 | -5 | 102 | 0 | 2
CCSc1nc2ccccc2c(=O)n1C1CCOC(C)(C)C1 (centres undefined) | -7 | -20 | 3.5 | -1 | 1.0 | -1 | 0 | 98 | -2 | 3
CCN(CC(=O)Nc1ccc(NC(C)=O)cc1)C(=O)CN1C(=O)C2CCCCC2C1=O (centres undefined) | -4 | -10 | 2.3 | 0 | 21 | 7 | 1 | . | -3 | 37
CCN(CC(=O)NCc1cccs1)C(=O)CN(C)S(=O)(=O)c1ccc(C)cc1 | -16 | 11 | -1.6 | -1 | 1.6 | -2 | -5 | 104 | 0 | 1
C[C@]12CCC(O)CC1=CCC1C2CC[C@]2(C)/C(=N\NC(N)=S)CCC12 (some centres undefined) | -3 | -63 | 14 | 0 | -2.8 | -6 | -2 | 97 | 2 | 10
CS(=O)(=O)N1CCN(c2ccccc2NC(=O)C(c2ccccc2)c2ccccc2)CC1 | -1 | 21 | -4.0 | . | 0.5 | 2 | -3 | 100 | -1 | 0
O=C1NC(=S)NC1(c1ccccc1)c1ccccc1 | 0 | 15 | -2.9 | -3 | 0.4 | -2 | -3 | 96 | 3 | -4
COc1ccc(N(CC(=O)N2CCc3ccccc3C2)S(C)(=O)=O)cc1Cl | -1 | 7 | -1.5 | 0 | -0.6 | -1 | -4 | 100 | 1 | -17
CC1CCCN(C(=O)COC(=O)Cc2ccc(Cl)cc2)C1 (centres undefined) | -5 | -12 | 1.4 | -1 | 0.2 | -3 | -4 | 143 | 2 | -5
O=S(=O)(c1ccc2nc(-c3ccco3)c(-c3ccco3)nc2c1)N1CCOCC1 | 1 | -31 | 5.5 | . | 0.7 | 0 | 1 | 201 | -4 | 19
CCOc1ccc(NC(=O)COC(=O)c2ncc(Cl)c(Cl)c2Cl)cc1 | -9 | -6 | 0.9 | . | -0.5 | 1 | -3 | 91 | 6 | -2
Cc1ccccc1NC(=O)c1cc(S(=O)(=O)N2CCOCC2)cn1C | 1 | 0 | 0.0 | 1 | -0.4 | -3 | -2 | 103 | 0 | 2
COc1ccccc1OCCC(=O)OCC(=O)NCc1ccc(F)cc1 | -10 | 1 | -0.2 | -2 | -6.2 | 8 | -7 | . | -1 | -6

Structures listed so far containing a furan ring, fused or not, in the order listed:
SMILES | Cardiac RTF inh | OPRM1-OPRD1 inv | OPRM1-OPRD1 ag | Wnt bcat act | C-LANA FP | RTF Ca sens act | Keap1-Nrf2 PPI | DSG3 Ab inh | V-ATPase pHluor | Arrestin-AP2 inh
O=C(NC1CCCCC1)C(c1ccccc1F)N(Cc1ccco1)C(=O)c1ccccn1 (centres undefined) | -3 | 2 | -0.4 | -4 | -1.3 | -1 | -4 | 93 | 1 | 5
O=S(=O)(c1ccc2nc(-c3ccco3)c(-c3ccco3)nc2c1)N1CCOCC1 | 1 | -31 | 5.5 | . | 0.7 | 0 | 1 | 201 | -4 | 19

Copied from the list:
Cardiac RTF inh with C[C@]12CCC(O)CC1=CCC1C2CC[C@]2(C)/C(=N\NC(N)=S)CCC12 (some centres undefined) : -3
V-ATPase pHluor with Cc1ccc(S(=O)(=O)N(C)CC(=O)N(CC(C)C)C2CCS(=O)(=O)C2)cc1 (centres undefined) : -1

Single records, as listed above. Order of values: Cardiac RTF inh | OPRM1-OPRD1 inv | OPRM1-OPRD1 ag | Wnt bcat act | C-LANA FP | RTF Ca sens act | Keap1-Nrf2 PPI | DSG3 Ab inh | V-ATPase pHluor | Arrestin-AP2 inh
`COc1cccc(-c2cc(C(=O)Nc3cc(C)on3)no2)c1` is listed with 1 | -29 | 5.5 | . | 0.6 | 1 | -5 | 102 | 0 | 2
`O=c1[nH]c2c(c(=O)n1Cc1ccccc1)CCC2` is listed with -6 | 13 | -2.9 | -2 | 2.3 | -2 | -4 | 109 | -5 | -4

The listing continues.
SMILES | Cardiac RTF inh | OPRM1-OPRD1 inv | OPRM1-OPRD1 ag | Wnt bcat act | C-LANA FP | RTF Ca sens act | Keap1-Nrf2 PPI | DSG3 Ab inh | V-ATPase pHluor | Arrestin-AP2 inh
Cc1cccn2c(CN[C@H]3CCCCNC3=O)c(C(=O)N3CCOCC3)nc12 | -5 | 7 | -1.4 | -1 | 1.4 | -2 | 6 | 100 | -2 | -2
OCCNCc1ccc(OC2CCCC2)cc1 | 2 | 6 | -1.3 | . | 0.0 | 2 | -6 | 100 | 3 | 3
COc1ccc(CN2CCC(CNC(=O)NC3CCCCC3)CC2)cc1 | 0 | 5 | -0.9 | . | -0.5 | 4 | -1 | 103 | -2 | -6
Cc1ccnc(OC(C(=O)O)C(OCc2ccccc2)(c2ccc(F)cc2)c2ccc(F)cc2)n1 (centres undefined) | -11 | 4 | -0.8 | -1 | 0.6 | 0 | 2 | 114 | -1 | 29
CCOc1ccc(C2c3cc(OC)c(OC)cc3CC(=O)N2c2ccc(OC)cc2)cc1 (centres undefined) | -1 | 7 | -1.3 | . | -0.3 | -3 | -1 | 103 | -4 | 1
Cc1ccc(-c2csc3ncnc(N4CCN(C(=O)c5ccco5)CC4)c23)cc1 | -7 | -3 | 0.7 | -3 | 2.1 | 0 | -16 | 102 | -5 | -3
Cc1cccc(C)c1N1C(=O)CC(N2CCSCC2)C1=O (centres undefined) | -7 | 12 | -2.4 | 2 | -1.6 | 2 | 0 | . | 0 | 9
CCN(CC)c1ccc(C(=O)NNC(=O)C2CSC3(C)CCC(=O)N23)cc1 (centres undefined) | -3 | 8 | -1.9 | -2 | -0.7 | -2 | 2 | . | -4 | 9
O=c1c2cn[nH]c2[nH]c(=S)n1-c1ccccc1 | -9 | 13 | -2.2 | -1 | -2.2 | -3 | 1 | 99 | -1 | 8
Cc1nn(Cc2ccc(Cl)cc2)c(=O)n1N(C)c1ncc(C(F)(F)F)cc1Cl | -9 | -31 | 5.4 | . | -1.4 | 7 | -2 | 103 | 0 | -4
CC1=C(C(=O)Nc2ccc(C(=O)N3CCN(c4cccc(Cl)c4)CC3)cc2)SCCO1 | -8 | 0 | 0.1 | -1 | 1.3 | -2 | -1 | 108 | -4 | 7
O=C(Nc1ccc2c(c1)ncn2C1CCCCC1)c1ccco1 | 8 | 2 | -0.3 | 45* | 0.2 | 9 | -2 | 109 | 8 | 1
NC(=O)COc1ccc(Nc2nnc(-c3ccc(O)cc3)c3ccccc23)cc1 | 3 | 13 | -2.4 | 1 | -1.8 | 1 | -1 | 99 | 0 | -9
COc1ccc(Nc2nccc(OC)c2C#N)cc1 | -1 | -5 | 0.8 | . | 0.1 | 2 | 1 | 82 | -1 | -1
O=C(c1ccncc1)N1CCN(S(=O)(=O)c2ccccc2F)CC1 | -2 | 6 | -1.2 | -1 | -0.3 | -2 | -5 | 98 | -1 | -15
CCOC(=O)c1c(N=CN(C)C)c2cc([N+](=O)[O-])cnc2n1C | -9 | 10 | -2.0 | 3 | -1.1 | 0 | -2 | 97 | 3 | -4
Cc1ccc(F)cc1NC(=O)Cc1ncc(C(F)(F)F)cc1Cl | 0 | 13 | -2.7 | 1 | 1.5 | 1 | -3 | 102 | -1 | -3
COCCCN(C(=S)NC(=O)C(C)(C)C)c1c(N)n(Cc2ccccc2)c(=O)[nH]c1=O | 1 | 14 | -2.8 | -1 | 0.7 | 1 | -5 | 105 | 2 | 22
O=C(O)c1ccc(S(=O)(=O)Cc2ccccc2)cc1 | 2 | 6 | -1.2 | . | -1.3 | 0 | -3 | 103 | 3 | 13
O=C(NCc1ccccc1F)C1CCCN1C(=O)Nc1ccc(Cl)cc1 (centres undefined) | -4 | 7 | -1.2 | 17 | 0.5 | 10 | -3 | 100 | -1 | 6
CC(C)C(NC(=O)c1cccs1)c1nnc(SCC(=O)Nc2nccs2)n1C (centres undefined) | -5 | 18 | -3.4 | -1 | 2.1 | 5 | 3 | . | -3 | 7
S=C(NCc1cccnc1)Nc1ccc2c(c1)OCO2 | -1 | 1 | -0.2 | 7 | -1.4 | 4 | -5 | . | 2 | 0
Cc1ccc(S(=O)(=O)NC2(C(F)(F)F)NC(=O)N(CCc3ccccc3)C2=O)cc1 (centres undefined) | -9 | 22 | -4.7 | -1 | -0.6 | -5 | 0 | 106 | -1 | 5
COc1ccc(-c2ccc(C(C)=O)cc2)cc1[C@H]1[C@@H]2C=CCC[C@@]2(C)C(=O)N1Cc1ccccc1 | -27 | 0 | 0.0 | 1 | 0.7 | -4 | 2 | 100 | 0 | 15
Brc1ccc(NCc2nnc3n2CCCCC3)cc1 | -6 | 3 | -0.6 | -1 | 1.2 | 5 | -9 | 106 | 1 | 11
COc1cccc(NC(=O)c2ccc(NCCCN3CCC(C)CC3)c([N+](=O)[O-])c2)c1 | -1 | 12 | -2.4 | -4 | -1.5 | 0 | -6 | 104 | 0 | 1
